Compound activity from PubChem BioAssay.
SDO1 yeast rescue: compounds rescuing growth of sdo1-depleted yeast, bone marrow failure model. S. cerevisiae sdo1-depleted JHY4D growth rescue, OD600 30 h; active compounds read high; pdr5 snq2 efflux-pump mutant strain. z-score at 10 µM. 0.21% of 140,000 active. AID 817;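 active = z-score above 3 at both the 24 hr and the 30 hr optical density reads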;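 note: z-score against mean and SD of all compound wells on the same plate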
INS promoter inh: TRM-6 insulin promoter activity inhibition. TRM-6 cells (human fetal islet line), insulin promoter-eGFP reporter, imaging; reporter expression induced with tamoxifen. 0.9% of 130,000 active. inhibition, % at 2 µM;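 active = inhibition above the mean plus 3 SD, with well images judged a real hit on visual review, cut at about 60% in these data, passing the limit was not always enough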
SDO1 yeast rescue Rescue 24 h: further read-out of SDO1 yeast rescue, marked with its call; z-score; S. cerevisiae sdo1-depleted JHY4D growth rescue, OD600; measured here: growth rescue at 24 h;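 0 is the plate mean of compound wells and units are plate SD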
* = called active by the depositor; · = no result given; & = joins results of further samples.

SMILES	SDO1 yeast rescue	SDO1 yeast rescue Rescue 24 h	INS promoter inh
O=C(Nc1ccccc1OC(F)(F)F)c1ccc([N+](=O)[O-])cc1	·	·	-29
Cc1cccc2sc(NC(=O)C3CCN(S(=O)(=O)c4cc([N+](=O)[O-])ccc4Cl)CC3)nc12	-1.4	-1.1	-67
CN(C(=O)COC(=O)c1cncc(Br)c1)C1CCS(=O)(=O)C1 (stereo not given)	·	·	67
Cc1c(Cl)cccc1NC(CC(=O)c1ccccc1)C(=O)OCC(=O)c1cccs1 (stereo not given)	-1.8	-1.9	-3
COc1cccc(OC)c1C(=O)Nn1c(-c2cccs2)nc2ccccc2c1=O	0.75	0.67	0
CCn1c2ccccc2c2cc(NC(=O)C(C)Oc3ccc(OC)cc3)ccc21 (stereo not given)	-0.09	0.25	40
CCN(CC(O)Cn1c2ccccc2c2ccccc21)S(=O)(=O)c1ccc(C)cc1 (stereo not given)	-1.1	-0.63	-29
COC(=O)C(=O)/C=C(\O)c1ccc(C)cc1	-0.03	-0.58	-7
COc1nc(NCCN2CCOCC2)nc(Nc2ccccc2)n1	0.11	0.97	-20
O=C(COC(=O)COc1ccccc1[N+](=O)[O-])Nc1cccc(Br)c1	0.1	-0.1	-60
Cc1nc(C)c(C(=O)C2=C(O)C(=O)N(CCCn3ccnc3)C2c2ccccc2)s1 (stereo not given)	0.89	0.25	-30
CCC(=O)Nc1ccc(N2CCN(Cc3ccccc3)CC2)cc1	-0.32	-0.76	-38
COC(=O)C(C)Sc1nc2c(c(=O)n1-c1ccccc1)SCC2 (stereo not given)	-1.4	-1.3	37
CC(C)(C)NS(=O)(=O)c1ccc(CCC(=O)Nc2ccc3c(c2)OCCO3)cc1	0.35	-0.4	-36
CCCCNc1ncnc2c1cnn2-c1ccc(Cl)cc1	-1.7	-1.5	·
COc1ccc(C(=O)Nc2nc(-c3ccc([N+](=O)[O-])cc3)c(-c3ccccc3)s2)cc1	·	·	40
COc1ccc(N(CC(=O)NCc2cccc(OC)c2)S(=O)(=O)c2c(C)noc2C)cc1	-0.6	-0.05	·
Cc1cc(C)c(C(=O)COC(=O)[C@H](C)Nc2ccc(C(F)(F)F)cc2[N+](=O)[O-])c(C)c1	0.55	-0.01	27
CCCCc1[nH]c(=O)c(C#N)c2c1CSC(C)(C)C2	-0.16	-0.13	·
Cc1ccc(C(=O)n2nc(-c3ccco3)nc2N)cc1	0.05&-0.64	-0.54&-0.87	10
CCOC(=O)CSc1nc(N)c(C(=O)Nc2ccc(N(C)C)cc2)s1	-0.12	-0.28	·
COc1cc(NC(=O)CSc2ncnc3scc(-c4ccccc4)c23)c(C(=O)O)cc1OC	·	·	-33
O=S(=O)(c1ccc(Cl)cc1)n1ccc(-c2cccc(OCc3c(F)cccc3Cl)c2)n1	0.2	-0.71	8
CC(C)CC(NC(=O)c1ccccc1)C(=O)OCC(=O)Nc1ccc(Br)cn1 (stereo not given)	-0.06	-0.96	-30
CCOC(=O)c1c(C)[nH]c(C)c1C(=O)COC(=O)c1cccc(S(=O)(=O)N(CC)CC)c1	0.67	0.33	-14
Later entries:
SMILES	SDO1 yeast rescue	SDO1 yeast rescue Rescue 24 h	INS promoter inh
O=C(Nc1nccs1)c1ccc(COc2ccc(F)cc2)o1	0.4	1.5	-76
CCN(CC)c1ccc(C(=O)N/N=C/c2ccc(N3CCOCC3)cc2)cc1	·	·	5
O=C(COc1nsnc1N1CCOCC1)N1CCOCC1	0.79	0.9	·
O=C(COC(=O)c1cc(S(=O)(=O)N2CCOCC2)ccc1Cl)Nc1ccc2c(c1)OCO2	0.16	0.25	·
CC(c1ccccc1)N(CC(=O)NC1CCCCC1)S(=O)(=O)c1cccc(C(F)(F)F)c1 (stereo not given)	-0.76	-0.46	0
COc1ccc(OC)c2c1CC(C)(C)NC2=O	0.03	-0.3	-14
O=C(Cc1ccc(S(=O)(=O)N2CCOCC2)s1)Nc1ccccc1N1CCOCC1	·	·	0
CN(C)c1ccc(N/C=C/C(=O)c2ccco2)cc1	1.5	1.1	·
O=C(CCCN1C(=O)S/C(=C\c2ccccc2)C1=O)NNC(=O)c1ccccc1O	·	·	40
Cc1ccccc1NC(=O)c1cc(S(=O)(=O)N2CCOCC2)cs1	0.88	0.65	-369
Cc1cc(/C=N/NC(=O)c2ccc(CN3CCOCC3)cc2)c(C)n1-c1ccccc1	0.17	0.66	-11
COc1ccc(OC)c(NC(=O)Nc2ccc(Cl)cc2)c1	-1.5	-1	-17
Cc1ccc(CSc2nnc(CNc3ccc(F)cc3)o2)cc1	·	·	13
CCCCC(CC)C(=O)Nc1ccccc1C#N (stereo not given)	-0.94	-1.4	-22
Cc1ccc(C(=O)c2ccc(N3CCOCC3)c(F)c2)cc1	1.1	-0.13	-369
Cc1cc(-c2ccccc2)[nH]c(=O)c1S(=O)(=O)c1ccc(Cl)cc1	-1.6	-1.3	38
CCCCNc1cc(=O)n(C)c(=O)n1C	1.1	0.38	-36
S=C1N(c2ccccc2)C(c2ccccc2)N2CCCN12 (stereo not given)	-0.34	-1.6	35
O=C(COc1ncnc2sccc12)Nc1ccc2c(c1)OCCO2	0.68	0.83	·
Cc1csc(NC(=O)CNC(=O)OCc2ccccc2)n1	-0.84	-1.5	26
CC(C)OC(=O)c1cc2c(ccn2C)n1CC(=O)N1CCC(Cc2ccccc2)CC1	-1.1	-0.99	34
NS(=O)(=O)c1ccc(NC(=O)C2(c3ccccc3)CCCC2)cc1	·	·	21
COc1ccc(OC)c(NC(=O)c2ccccc2N(Cc2ccccc2)S(C)(=O)=O)c1	·	·	17
COc1ccc(C(=O)N2c3cc4c(cc3C(C)=CC2(C)C)OCO4)cc1	-2.2	-1.6	20
CC1(C)C(N(O)C(=O)Nc2ccc(Cl)cc2)N(c2ccc(Cl)cc2)C(=O)N1CC(=O)NN (stereo not given)	-0.29	-0.15	0
Further structures follow.
SMILES	SDO1 yeast rescue	SDO1 yeast rescue Rescue 24 h	INS promoter inh
COc1ccccc1CNC(=O)c1csc(Cc2ccc(Cl)cc2)n1	-1.7	-1.3	60
Cc1ccc(-c2nc(C)sc2CC(=O)OCC(=O)Nc2cccc([N+](=O)[O-])c2)cc1	-0.74	-0.89	19
CC(C)C(=O)NCCc1nc2ccccc2n1C	0.38	-0.14	57
CC(C)(C)c1cc2cccnc2n1Cc1cccc(F)c1	-1.2	-1.6	·
C=CCNC(=O)CSc1nnc(-c2ccncc2)n1CCc1ccccc1	1	0.26	-467
C=CCNC(=O)c1ccccc1Cl	0.4	0.14	36
O=C(CSc1n[nH]c(-c2ccncc2)n1)NCCc1ccccc1	0.06	-0.53	-152
CN=c1scc(-c2c[nH]c3ccccc23)n1C	·	·	36
CCN1/C(=C/C(C)=O)Sc2ccc(OC)cc21	-0.37	-0.89	·
COc1ccc(Cl)cc1C(=O)n1nc(C)cc1C	-0.65	-0.57	-36
COc1ccc(-c2noc(CN(C)S(=O)(=O)c3ccc(C)cc3)n2)cc1	-0.08	-0.09	-6
CC(C)Cc1nnc(NC(=O)CCC(=O)Nc2ccc(F)cc2)s1	-0.4	-1	-16
COc1ccccc1OCC(O)Cn1c(=N)n(CCN2CCCCC2)c2ccccc21 (stereo not given)	0.57	-0.04	45
COC(=O)c1cccc(NC(=O)/C=C/c2ccc([N+](=O)[O-])cc2)c1	0.32	1.1	0
N#Cc1ccc(COC(=O)Cn2nnc(-c3ccccc3)n2)cc1	0.57	0.63	55
CC(c1nc2ccccc2c(=O)[nH]1)N1CCN(C)CC1 (stereo not given)	-0.47	-1.1	-55
O=C(N/N=C\c1cn[nH]c1-c1ccccc1)c1cccs1	0.03	-0.12	-50
COc1ccc(Oc2coc3cc(OCC(=O)N4CCCCC4)ccc3c2=O)cc1	-0.09	-0.33	0
Cc1ccc(Cl)cc1NS(=O)(=O)c1c(C)[nH]c(=O)[nH]c1=O	1.1	0.67	·
Cn1c(CSCc2ccccc2Cl)nnc1SCC(=O)Nc1nccs1	-0.27	-0.86	44
Cc1ccc(NC(=O)c2snc3c(=O)[nH]cnc23)cc1C	0.09	-0.26	-20
COC(=O)C1=C(C)NC2=C(C(=O)C(C(=O)OC)C(c3ccc(OC)cc3)C2)C1c1ccccn1 (stereo not given)	0.49	-0.35	·
CC(OC(=O)c1cc(Cl)ccc1[N+](=O)[O-])C(=O)NC(C)c1ccc(F)cc1 (stereo not given)	0.26	-0.15	25
Cc1ccc(S(=O)(=O)NNC(=O)c2cccs2)c(C)c1	-0.13	-0.04	-46
CCc1nnc(NS(=O)(=O)c2ccc(NC(=O)COc3ccc4ccccc4c3)cc2)s1	·	·	-17
New compounds follow.
SMILES	SDO1 yeast rescue	SDO1 yeast rescue Rescue 24 h	INS promoter inh
COc1cccc(Nc2nc(N)nc(-c3oc4ccccc4c3C)n2)c1	-2.2	-1.3	8
CC1CCCC(NC(=O)COC(=O)COc2ccc(Cl)cc2)C1C (stereo not given)	0.17	-0.26	-30
O=C1CN(C(=O)CSc2nc(-c3ccccc3)cs2)c2ccccc2N1	-0.39	-0.5	0
Cc1ccc(S(=O)(=O)/C(C#N)=C/c2c(N3CCOCC3)nc3ccccn3c2=O)cc1	-0.1	-0.31	40
COc1cccc(OC)c1C(=O)NC(=S)Nc1ccc2oc(=O)ccc2c1	0.11	-0.04	·
CCOC(=O)c1cnc(SCC(=O)N2CCN(c3ccccc3)CC2)nc1N	-0.18	-0.29	-12
CC(=O)C1=C(C)NC(SCC(=O)c2ccc(Cl)cc2)=C(C#N)C1c1ccco1 (stereo not given)	-1.6	-1.9	-71
Cc1ccc(C(=O)NNC(=O)Cc2ccccc2)cc1	0.14	-0.63	8
FC(F)(F)c1cc(-c2ccccc2)nc(NCc2cccs2)n1	-0.52	-0.65	59
COc1ccc(/C=C\c2onc(C)c2S(=O)(=O)N2CCC(C(=O)NCCC(C)C)CC2)cc1	-1.4	-0.61	·
Cc1nn(C(=O)CN2C(=O)c3ccccc3C2=O)c(C)c1Br	-0.04	0.38	-36
C=CCOc1ccccc1CNc1ccc2c(c1)OCCO2	·	·	31
CC(C)OC(=O)Cn1c(=O)sc2ccccc21	-0.14	-0.4	·
COc1cc(/C=C/c2nnc3c4ccccc4ncn23)cc(OC)c1OC	-0.36	-0.55	·
O=C(O)CCC(=O)NNC(=O)c1ccc(-c2ccccc2)cc1	1.6	1.1	-6
Cc1ccc(-n2ncc(C(=O)O)c2C2CCN(C(=O)OC(C)(C)C)CC2)cc1	1.8	1.5	·
CCC(C)NC(=O)c1nn(C)c(=O)c2ccccc12 (stereo not given)	·	·	6
CCN(CC)CCN1C(=O)C(O)=C(C(=O)c2cccs2)C1c1ccc(C)o1 (stereo not given)	-0.53	-0.42	-91
c1ccc(Cn2nnc3c(N4CCOCC4)ncnc32)cc1	1.6	1.7	·
CCOC(=O)C1=NN(c2cccc(C)c2)C2(S1)SC(C(C)=O)=C(C)N2c1ccccc1 (stereo not given)	-0.93	-0.41	32
CCC(=O)Nc1cc(C(=O)OCc2ccc(C(=O)Oc3ccccc3)cc2)ccc1C	-0.58	1.5	-11
Cc1ccc(Cn2nnc3c(=O)[nH]c(C4CCN(S(=O)(=O)c5ccc(C)cc5)CC4)nc32)cc1	-0.06	-0.12	0
O=C(NCc1ccc(C(F)(F)F)cc1)C12CN(Cc3ccccc3)CC1C(c1cccc([N+](=O)[O-])c1)=NO2 (stereo not given)	0.43	0.49	-27
Cc1[nH]c(C)c(C(=O)O)c1CNC1CCCCC1C (stereo not given)	1.4	0.97	-12
Cc1ccc(-c2nc3ccccc3[nH]2)s1	0.97	1	·

7 entries already listed, ordered by their value in SDO1 yeast rescue, smallest number first.
SMILES	SDO1 yeast rescue	SDO1 yeast rescue Rescue 24 h	INS promoter inh
Cc1cc(-c2ccccc2)[nH]c(=O)c1S(=O)(=O)c1ccc(Cl)cc1	-1.6	-1.3	38
COC(=O)C(C)Sc1nc2c(c(=O)n1-c1ccccc1)SCC2 (stereo not given)	-1.4	-1.3	37
COc1nc(NCCN2CCOCC2)nc(Nc2ccccc2)n1	0.11	0.97	-20
Cc1cc(/C=N/NC(=O)c2ccc(CN3CCOCC3)cc2)c(C)n1-c1ccccc1	0.17	0.66	-11
O=C(COc1ncnc2sccc12)Nc1ccc2c(c1)OCCO2	0.68	0.83	·
c1ccc(Cn2nnc3c(N4CCOCC4)ncnc32)cc1	1.6	1.7	·
Cc1ccc(-n2ncc(C(=O)O)c2C2CCN(C(=O)OC(C)(C)C)CC2)cc1	1.8	1.5	·

Later entries:
SMILES	SDO1 yeast rescue	SDO1 yeast rescue Rescue 24 h	INS promoter inh
O=C(NC(Cc1c[nH]c2ccccc12)c1nnc2n1CCCCC2)c1ccccc1 (stereo not given)	1.6	2.1	-41
COC(=O)C1=C(N)OC2=C(C(=O)CC(C)(C)C2)C1c1cccs1 (stereo not given)	-0.07	0.1	9
Cc1cccc(NS(=O)(=O)c2ccc(Oc3ccccc3)cc2)n1	0.8	0.99	-285
CC1(C)Cc2c(sc3c2c(=N)n(Cc2ccco2)c(=O)n3Cc2ccccc2)CO1	-0.96	-0.67	-14
COc1cc(CNc2nc3ccccc3n2C)cc(OC)c1OC	0.87	-0.05	20
O=S(=O)(NC1CCCCCCC1)c1cccs1	-1	-1.2	-20

Record cards, from the list above. Screens in order: SDO1 yeast rescue	SDO1 yeast rescue Rescue 24 h	INS promoter inh
Profile of COc1cc(CNc2nc3ccccc3n2C)cc(OC)c1OC : 0.87	-0.05	20
Profile of COC(=O)C1=C(N)OC2=C(C(=O)CC(C)(C)C2)C1c1cccs1 (stereo not given) : -0.07	0.1	9
Profile of O=C(NC(Cc1c[nH]c2ccccc12)c1nnc2n1CCCCC2)c1ccccc1 (stereo not given) : 1.6	2.1	-41
